MITF TRPM1 inh – inhibitors of MITF-dependent TRPM1 promoter reporter, primary screen, cell-based, SK-MEL-5, single point, luciferase | SK-MEL-5 TRPM1 promoter luciferase, 24 h | inhibition, % at 12.5 µM | actives 0.83% (n = 330,000) | AID 488899, 2010;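 active = mean inhibition across replicates of 60% or more, whatever share of single replicates reaches that level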; note: values of inactives mirror those of a sister screen read the other way
NR2E3 ag-1 – inhibitors of NR2E3-RetCOR corepressor binding, primary screen, NR2E3 agonist project, biochemical, TR-FRET, GST-NR2E3, biotin-RetCOR; AID 2300, 2010; actives 0.12% (n = 320,000); inhibition of corepressor binding, % at 4.78 µM; Photoreceptor-specific nuclear receptor (Homo sapiens), Q9Y5X4; 1536-well;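 active = percent inhibition above the cutoff of mean plus 3 SD of all tested compounds, set per screening campaign, cut at about 20% in these data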;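 note: 0% = DMSO wells and 100% = biotin wells as full block of FRET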
Target sequence (Q9Y5X4 whole entry, looked up): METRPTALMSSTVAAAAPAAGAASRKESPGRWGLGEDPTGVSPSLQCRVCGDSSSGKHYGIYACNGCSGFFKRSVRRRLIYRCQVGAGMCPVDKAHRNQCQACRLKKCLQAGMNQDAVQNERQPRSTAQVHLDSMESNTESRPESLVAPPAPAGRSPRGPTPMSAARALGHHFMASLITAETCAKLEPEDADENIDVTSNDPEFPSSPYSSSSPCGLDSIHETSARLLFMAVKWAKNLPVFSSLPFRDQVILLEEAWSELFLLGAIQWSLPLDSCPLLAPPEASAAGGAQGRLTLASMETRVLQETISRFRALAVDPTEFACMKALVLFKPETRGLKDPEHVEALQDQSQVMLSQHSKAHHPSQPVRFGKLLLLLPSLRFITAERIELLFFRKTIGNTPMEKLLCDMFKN
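Material: NR2E3–RetCOR corepressor complex | Quantity: 1.35 nM GST-tagged NR2E3 final | Schedule: 5 h at 4 °C | Replication: Singlicate compound wells | Reagent: RetCOR corepressor, biotinylated, 7 nM | Controls: Biotin wells as high control, 0.6% DMSO wells as low control | Signal: TR-FRET, Eu(K)-anti-GST donor, streptavidin-D2 acceptor, ex 340, em 617/671 nm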
NR2E3 ag-2 – NR2E3 agonists in two-hybrid cells, primary screen, cell-based, luminescence, CHO-S, Gal4-NCOR/VP16-NR2E3. Photoreceptor-specific nuclear receptor (Homo sapiens), Q9Y5X4. actives 0.35% (n = 360,000). inhibition of corepressor binding, % at 3.98 µM. AID 602229, 2012. luciferase;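 active = inhibition above the mean of all tested compounds plus 3 SD, cut at about 70% in these data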;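 note: 0% = DMSO with NR2E3 transfected cells and 100% = cells lacking NR2E3 construct; higher means lower luciferase signal from less NR2E3 corepressor binding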
KKLEB tox – cytotoxicity in KKLEB CF airway cells, primary screen, cytotoxicity control for CF NF-kB inhibitor project, cell-based, uHTS, fluorescence assay plates; KKLEB CF airway cells viability, ATPlite luminescence, overnight; hits give low values; cells stimulated with P. aeruginosa culture filtrate; activity change (cytotoxicity), % at 5 µM; actives 0.36% (n = 360,000);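 active = corrected activity change at or below -50% at 5 µM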
Peg3 promoter – Peg3 promoter-driven luciferase inhibitors, primary screen, cell-based, HeLa, luciferase luminescence. HeLa PEG-Prom luciferase reporter, overnight. inhibition, % at 20 µM. actives 1.7% (n = 360,000). AID 588405, 2011;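 active = inhibition of at least 50% at 20 µM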
TWEAK-Fn14 inh – inhibitors of TWEAK-Fn14 signaling, primary screen, luciferase reporter cells, uHTS | TWEAK-stimulated Fn14 reporter cells, luciferase luminescence, 8 h | inhibition, % at 10 µM | actives 2% (n = 360,000) | AID 1159606, 2016; in the data active = inhibition above about 50%
CF NFkB inh – inhibitors of PAF-induced NF-kB signaling, primary screen, cell-based, GFP fluorescence, uHTS | AID 588850, 2011 | inhibition, % at 5 µM | actives 0.86% (n = 360,000) | KKLEB NF-kB-GFP reporter, GFP fluorescence overnight;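 active = at least 50% inhibition at 5 µM, scaled per plate between neutral and stimulator controls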;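 note: PAF is a Pseudomonas aeruginosa culture filtrate used as stimulus; plate controls were PAF-stimulated DMSO wells for no effect and unstimulated DMSO wells for full effect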
Shn3 inh set2 – reduction of Shn3 3'UTR firefly luciferase signal, primary screen, Schnurri-3 inhibitor project, cell-based, Clone20 osteoblasts, set 2; inhibition, % at 12.5 µM; AID 588674, 2011; actives 0.52% (n = 360,000); Clone20 osteoblast Shn3 3'UTR firefly luciferase, 24 h;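 active = mean inhibition of at least 75% with every replicate also reaching 75%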;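 note: 0% = median of neutral control wells and 100% = pilot-screen positive control compound; some compounds past the cut are filed as inactive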
aDG glyco up – activators of alpha-DG glycosylation, primary screen, uHTS, Pro5-aDG cells, AlphaScreen; actives 0.22% (n = 360,000); alpha-DG glycosylation AlphaScreen (IIH6); 0% Pro5, 100% B10-LARGE cell signal; activation, % at 10 µM;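 active = activation of at least 8% versus controls, or a plate z-score of at least 8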;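 note: Pro5 are CHO cells carrying HIG-tagged alpha-DG that lacks glycosylation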
HIF-2a block – HIF-2a reporter inhibitors, primary screen, luminescence, 786-0 RCC cells | 786-0 RCC cells HIF-2a reporter, luciferase luminescence, overnight | inhibition, % at 18.8 µM | actives 0.72% (n = 360,000) | AID 624352, 2012;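 active = inhibition of the luminescence signal of 40% or more relative to plate controls, in a single-dose primary screen at 18.75 µM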
hiPSC survival – enhancers of single-cell hiPSC survival, primary screen, ATPlite luminescence; 100% = ROCK inhibitor wells, 0% = DMSO; actives 0.044% (n = 360,000); survival enhancement, % at 20 µM; in the data active = survival enhancement above about 18%;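 note: cells exposed to compounds for 16 hours before the ATP read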
Starred values were filed as active, the others as inactive; nt = no result given.

No. | mol | MITF TRPM1 inh | NR2E3 ag-1 | NR2E3 ag-2 | KKLEB tox | Peg3 promoter | TWEAK-Fn14 inh
1 | COC(=O)[C@H](CCSC)NC(=O)N1CCN(c2cccc(C(F)(F)F)c2)CC1 | 7 | 1 | 6 | 0 | 11 | 9
2 | CN(C)S(=O)(=O)c1cccc(-c2nnc(-c3ccccc3)o2)c1 | -85 | 3 | -82 | -14 | -169 | -18
3 | CN(C(=O)CSc1cc(Cl)ccc1Cl)C1CCS(=O)(=O)C1 (stereo not given) | -8 | nt | 8 | 13 | 6 | 11
4 | CCN(CC)CCCNC(=O)c1nn(-c2cccc(OC)c2)c(=O)c2ccccc12 | 8 | -2 | -27 | -4 | 7 | -2
5 | O=C(Nc1ccccc1N1CCOCC1)c1cc(Cl)c2c(c1)OCO2 | -13 | 0 | 28 | -11 | -11 | -11
6 | COc1ccc(Cl)cc1N/C(N)=N/c1nc(C)cc(C)n1 | 7 | 3 | -5 | 1 | 8 | -14
7 | COc1cccc(OC)c1C(=O)NNC(=O)c1ccccc1-n1cccc1 | 2 | 0 | 35 | 7 | 8 | -6
8 | COc1cc(NS(=O)(=O)c2ccc(NC(=S)NC(=O)COc3ccccc3OC)cc2)nc(OC)n1 | 11 | 0 | 7 | 7 | 13 | 3
9 | OCCCn1c(C2CCCN2c2nc(-c3ccc(F)cc3)cs2)nc2cc(C(F)(F)F)ccc21 (stereo not given) | 11 | 4 | -12 | -2 | 19 | 14
10 | Cc1nc2ccc(NC(=O)NC(=O)c3c(Cl)cccc3Cl)cc2o1 | -7 | 2 | -48 | -1 | -53 | -5

No. | CF NFkB inh | Shn3 inh set2 | aDG glyco up | HIF-2a block | hiPSC survival
1 | -14 | 0 | 0.1 | -6 | 3.2
2 | -1 | -60 | -0.6 | -308 | 1.1
3 | 8 | 29 | 0.0 | 9 | 3.5
4 | 5 | 21 | 0.0 | 7 | -2.7
5 | 14 | 10 | 0.0 | -15 | -0.2
6 | 12 | 14 | -0.2 | 11 | 1.2
7 | -22 | 1 | 0.4 | 5 | -0.9
8 | -4 | -27 | -0.4 | 15 | -0.5
9 | -16 | 17 | 1.2 | 4 | -1.6
10 | -22 | -33 | 0.1 | -118 | -0.4

Further entries follow:
No. | mol | MITF TRPM1 inh | NR2E3 ag-1 | NR2E3 ag-2 | KKLEB tox | Peg3 promoter | TWEAK-Fn14 inh
11 | OC(CCN1CCC2(CC1)OCCO2)C(F)(F)F (stereo not given) | 4 | 3 | 7 | 8 | 2 | -8
12 | CCOC(=O)[C@H]1[C@H]2COc3ccc(Cl)cc3[C@@H]2N2C(=O)CN(CC3CCCO3)C(=O)[C@@]12C (stereo not given in full) | -14 | -2 | -7 | 6 | 2 | 5
13 | CCN(CC)S(=O)(=O)c1ccc2[nH]cc(C(=O)NCCc3ccc(OC)c(OC)c3)c(=O)c2c1 | 22 | -1 | -9 | -9 | 20 | -29
14 | Cc1cc(C(=O)N2CCCC(C(=O)c3cc(F)ccc3F)C2)c(C)o1 (stereo not given) | -12 | -1 | -5 | 3 | 5 | -4
15 | CC(C)CN1C(=O)C(=O)N(CC(=O)NCCCc2ccccc2)C1=O | nt | nt | 1 | 8 | 6 | -4
16 | Cc1c(Cl)cccc1NC(=S)NCC(C)C | 6 | 2 | -7 | 10 | 0 | -3
17 | O=C(COc1ccc(C(=O)c2ccc(F)cc2)cc1)NCc1ccc(F)cc1 | 30 | 2 | -23 | -16 | 3 | 27
18 | CN(Cc1ccccc1)C(=O)COC(=O)C12CC3CC(CC(Br)(C3)C1)C2 | 3 | nt | -2 | -1 | -15 | 2
19 | Cc1ccccc1NC(=O)Cc1nc(COC(=O)CCC(=O)c2ccccc2)cs1 | 2 | 2 | -11 | -5 | -2 | -3
20 | COC(=O)c1ccc(/C=N\N2CCN(Cc3ccc(C)cc3)CC2)cc1 | 3 | 0 | 3 | -7 | 20 | -4

No. | CF NFkB inh | Shn3 inh set2 | aDG glyco up | HIF-2a block | hiPSC survival
11 | 0 | 13 | 0.0 | 13 | -0.7
12 | -16 | 16 | 0.1 | 15 | -1.1
13 | 8 | -12 | 0.0 | 15 | 4.7
14 | 6 | 8 | 0.2 | -6 | -0.4
15 | 3 | -9 | -0.1 | 4 | -1.6
16 | -2 | -17 | -0.2 | 0 | -3.4
17 | 22 | 24 | 0.2 | -29 | -2.9
18 | 14 | 14 | -0.4 | -24 | -1.9
19 | 26 | 10 | -0.4 | 11 | -0.4
20 | 22 | 12 | -0.2 | 13 | -2.4

The list goes on.
No. | mol | MITF TRPM1 inh | NR2E3 ag-1 | NR2E3 ag-2 | KKLEB tox | Peg3 promoter | TWEAK-Fn14 inh
21 | O=C(Cn1cc(COc2ccccc2[N+](=O)[O-])nn1)c1ccc(O)cc1 | -30 | nt | -66 | 10 | -92 | -14
22 | COc1ccc(CCNC(=O)CCN2C(=O)COc3ccccc32)cc1OC | 6 | 1 | 1 | -7 | 0 | -5
23 | Cc1ccc(NC(=O)CN2C(=O)S/C(=C\c3cccn3-c3cccc(C(=O)O)c3)C2=O)cc1C | -2 | 2 | 7 | 17 | -8 | -3
24 | COc1ccc(C(=O)CC(C(=O)O)c2ccc3c(c2)OCO3)cc1OC (stereo not given) | nt | nt | 0 | -2 | 5 | 10
25 | O=C(CN1CCN(S(=O)(=O)c2ccc(F)c(Cl)c2)CC1)N1CCc2ccccc21 | -5 | -3 | -14 | -5 | 0 | 9
26 | O=C(Nc1ccc(CN2CCOCC2)cc1)c1ccc2ccccc2c1 | -73 | 0 | -120 | -17 | -302 | -10
27 | COc1ccc(C(=O)COC(=O)CN2CC(=O)Oc3ccccc32)cc1Br | 10 | -4 | -20 | -26 | 20 | 2
28 | C=CCNC(=S)N1CCC2CC1c1c(Cl)cccc12 (stereo not given) | nt | nt | -24 | -2 | 19 | 10
29 | CC(C)(C)NC(=O)C(c1ccc(Cl)cc1)N(CCO)C(=O)c1snc(C(N)=O)c1N (stereo not given) | 8 | 0 | -10 | 5 | 14 | -8
30 | Cc1nonc1NC(=O)CSc1nc2cc(Cl)ccc2c2c1CCCC2 | 2 | 1 | 9 | -23 | 13 | -67

No. | CF NFkB inh | Shn3 inh set2 | aDG glyco up | HIF-2a block | hiPSC survival
21 | -9 | -19 | -0.3 | -95 | 1.3
22 | 8 | 8 | 0.1 | 1 | 1.0
23 | -8 | 11 | 0.2 | 4 | -3.3
24 | 21 | 15 | 0.0 | 13 | 6.0
25 | 3 | 8 | 0.1 | 12 | -3.0
26 | 20 | -145 | 0.2 | -202 | 0.4
27 | 17 | -20 | -0.1 | -1 | -0.7
28 | 3 | 12 | -0.1 | 6 | 3.5
29 | 8 | 8 | 0.2 | 7 | -0.5
30 | 17 | 2 | 0.4 | -3 | 0.3

Further results follow.
No. | mol | MITF TRPM1 inh | NR2E3 ag-1 | NR2E3 ag-2 | KKLEB tox | Peg3 promoter | TWEAK-Fn14 inh
31 | C=C(C)CNC(=S)N/N=C/c1ccc(NC(C)=O)cc1 | -10 | 1 | -19 | 10 | 8 | 2
32 | Clc1nn2cnnc2c2ccccc12 | nt | -2 | -4 | 15 | 0 | -7
33 | COc1ccccc1CNC(=O)COC(=O)/C=C/c1ccc2c(c1)OCO2 | -33 | nt | -28 | 15 | -74 | -23
34 | COCCn1c(SCC(=O)NCc2ccc3c(c2)OCO3)nc2ccccc2c1=O | -2 | 0 | -9 | 2 | 1 | 20
35 | CC(NC(=S)Nc1ccc(Cl)cc1)C(c1ccccc1)N1CCOCC1 (stereo not given) | 10 | 0 | 12 | -15 | 6 | 1
36 | Cc1c(C(=O)N2CCCC2)sc(NC(=O)c2cccs2)c1C#N | 6 | 1 | -13 | 8 | -4 | -19
37 | N=c1c(C(=O)NCc2ccco2)cc2c(=O)n3ccccc3nc2n1C1CCCC1 | 11 | 1 | -23 | -19 | -28 | -7
38 | CCn1nc(NC(=O)C(C)C)c2cc3cccc(C)c3nc21 | -1 | -1 | 42 | -2 | 34 | -9
39 | CCN(CC(=O)NCc1ccncc1)S(=O)(=O)c1cc(Cl)ccc1Cl | 5 | 2 | 0 | 1 | 13 | -3
40 | NS(=O)(=O)c1ccc(NC(=O)c2ccc(S(=O)(=O)N3CCCCC3)cc2)cc1 | -2 | nt | -7 | -7 | 5 | -14
41 | O=C(CSc1nnc(-c2ccc(Cl)cc2Cl)n1C1CCCCC1)NC1CCS(=O)(=O)C1 (stereo not given) | -5 | -1 | -2 | 0 | 1 | 3
42 | CCc1nnc2n1N=C(c1ccc(Cl)cc1Cl)CS2 | 11 | 5 | -11 | -5 | 5 | 36

No. | CF NFkB inh | Shn3 inh set2 | aDG glyco up | HIF-2a block | hiPSC survival
31 | -6 | 0 | 0.2 | 0 | -1.5
32 | -7 | -6 | 0.3 | -1 | 1.4
33 | -8 | -24 | 0.0 | -12 | -0.2
34 | -11 | -6 | 0.1 | 7 | 0.3
35 | 18 | 16 | 0.0 | 15 | -2.6
36 | 13 | -8 | -0.1 | -6 | -1.8
37 | 1 | 7 | 0.2 | 3 | -0.3
38 | -4 | -7 | 0.4 | 6 | 0.9
39 | 6 | 3 | 0.0 | 9 | 1.4
40 | 39 | -5 | -0.1 | 3 | -1.4
41 | -5 | 7 | 0.2 | 9 | 0.0
42 | 8 | -2 | 0.0 | 20 | -0.7

Compound profiles, as listed above. Order of screens: MITF TRPM1 inh, NR2E3 ag-1, NR2E3 ag-2, KKLEB tox, Peg3 promoter, TWEAK-Fn14 inh, CF NFkB inh, Shn3 inh set2, aDG glyco up, HIF-2a block, hiPSC survival
O=C(Nc1ccc(CN2CCOCC2)cc1)c1ccc2ccccc2c1 as listed: -73, 0, -120, -17, -302, -10, 20, -145, 0.2, -202, 0.4
O=C(Cn1cc(COc2ccccc2[N+](=O)[O-])nn1)c1ccc(O)cc1 as listed: -30, nt, -66, 10, -92, -14, -9, -19, -0.3, -95, 1.3
COc1cccc(OC)c1C(=O)NNC(=O)c1ccccc1-n1cccc1 as listed: 2, 0, 35, 7, 8, -6, -22, 1, 0.4, 5, -0.9
COC(=O)c1ccc(/C=N\N2CCN(Cc3ccc(C)cc3)CC2)cc1 as listed: 3, 0, 3, -7, 20, -4, 22, 12, -0.2, 13, -2.4
Clc1nn2cnnc2c2ccccc12 as listed: nt, -2, -4, 15, 0, -7, -7, -6, 0.3, -1, 1.4

Screening data: PubChem BioAssay, several laboratories
